# Source: PubChem (The Scripps Research Institute Molecular Screening Center)
# CHRM1 PAM: human CHRM1 positive allosteric modulation. 360,000 compounds, 0.088% hits. activation, % at 3 µM. CHO-K1 hM1, Fluo-8 calcium fluorescence, ACh EC20; 0% = ACh EC20, 100% = maximal ACh. AID 588819. P11229; in the data active means activation above about 19%, passing the limit was not always enough
# M1 ag: activates human CHRM1 receptor | activation, % at 3 µM | P11229 | 360,000 compounds, 0.33% hits | CHO-K1 hM1, Fluo-8 calcium fluorescence, agonist mode; 0% DMSO, 100% acetylcholine EC100;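 active means activation above the run's mean compound activation plus 3 SD, cut at about 16% in these data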;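 further: peak over basal fluorescence ratio within a 140 s kinetic read after compound addition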
# M1 antag: antagonists of human M1 muscarinic receptor; 360,000 compounds, 1.3% hits; P11229; inhibition, % at 3 µM; CHO-K1 hM1, Fluo-8 calcium fluorescence, ACh EC80 antagonist;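 active means percent inhibition above its own plate's cutoff, namely the mean of that plate's compound wells plus 3 SD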;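 further: peak over basal fluorescence ratio during 140 s after agonist addition; 0% = ACh EC80 plus DMSO and 100% = DMSO alone without agonist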
# OXTR potentiator: potentiators of human oxytocin receptor | P30559 | CHO-OTR cells, Fluo-8 calcium fluorescence, potentiator mode; 0% = oxytocin EC15, 100% = EC100 | activation, % at 3 µM | 320,000 compounds, 0.061% hits;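 active means activation above that plate's cutoff, the mean activation of tested compounds plus 3 SD, cut at about 6.6% in these data, passing the limit was not always enough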;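 further: 100% uses oxytocin at 75 nM as the full agonist control; some results filed as inactive read as strong as hits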
# Target sequence (P30559 whole entry, looked up): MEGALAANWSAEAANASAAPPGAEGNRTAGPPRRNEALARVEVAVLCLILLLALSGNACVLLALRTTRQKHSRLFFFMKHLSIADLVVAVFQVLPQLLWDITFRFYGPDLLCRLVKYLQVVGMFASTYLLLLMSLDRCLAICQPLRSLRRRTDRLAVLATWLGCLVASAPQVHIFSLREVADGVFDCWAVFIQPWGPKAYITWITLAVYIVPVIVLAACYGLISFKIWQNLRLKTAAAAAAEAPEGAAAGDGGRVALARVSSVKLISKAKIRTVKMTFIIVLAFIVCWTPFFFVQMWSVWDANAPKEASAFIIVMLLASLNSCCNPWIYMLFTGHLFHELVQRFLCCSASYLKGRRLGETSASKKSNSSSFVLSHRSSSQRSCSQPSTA
#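 System: human OTR in CHO cells / Also added: sub-maximal oxytocin, roughly EC15 / Control set: EC15 oxytocin low, 75 nM oxytocin high / Schedule: 6 min compound pre-incubation at room temperature, 100 s kinetic read / Compound: single-point 3.0 µM / Replication: singlicate / Technique: Fluo-8 calcium dye fluorescence / Read-out basis: % activation of max/min ratio relative to oxytocin controls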
# CHO parental Ca: counter-screen for OX1R antagonists: effect in parental CHO cells; parental CHO-K1, ATP-induced calcium, Fluo-8 fluorescence; 330,000 compounds, 0.63% hits; inhibition, % at 5.6 µM;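 active means inhibition above that plate's mean sample inhibition plus 3 SD, cut at about 26% in these data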;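 further: 0% = ATP-challenged DMSO wells and 100% = DMSO wells without ATP; some compounds past the cut are filed as inactive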
#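 Material: parental CHO cells / Compound: single nominal dose of 5.6 µM per compound / Signal: Fluo-8 fluorescence / Replicates: singlicate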
# TAAR1 antag: human TAAR1 antagonism; 360,000 compounds, 1.5% hits; AID 624466; inhibition, % at 3 µM; CHO RD-HGA16 TAAR1, Fluo-8 calcium fluorescence, antagonist;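 active means inhibition above a per-plate cutoff, the mean inhibition of test compounds on that plate plus 3 SD, cut at about 49% in these data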;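 further: 0% = DMSO plus EC80 beta-PEA response and 100% = DMSO alone without agonist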
# Target sequence (Q96RJ0 whole entry, looked up): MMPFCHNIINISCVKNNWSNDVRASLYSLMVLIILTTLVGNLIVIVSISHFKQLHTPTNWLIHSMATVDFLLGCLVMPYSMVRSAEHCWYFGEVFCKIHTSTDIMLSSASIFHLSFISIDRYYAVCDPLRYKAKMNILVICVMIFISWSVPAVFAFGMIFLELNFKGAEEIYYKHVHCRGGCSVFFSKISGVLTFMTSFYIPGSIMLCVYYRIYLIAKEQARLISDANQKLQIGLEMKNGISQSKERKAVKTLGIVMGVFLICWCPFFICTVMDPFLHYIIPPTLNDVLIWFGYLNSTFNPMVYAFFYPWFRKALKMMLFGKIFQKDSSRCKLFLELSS
#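 Assay system: CHO-derived RD-HGA16 cells stably expressing human TAAR1 plus Gα16. Timing: 140 s kinetic read after compound, 140 s after agonist. Technique: kinetic Fluo-8 calcium fluorescence measurement. Measure: % inhibition of agonist calcium response.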
# TAAR1 agonist: agonists of human TAAR1; 360,000 compounds, 0.99% hits; Q96RJ0; activation, % at 3 µM; CHO RD-HGA16 TAAR1, Fluo-8 calcium fluorescence; vehicle wells 0%, saturating PEA agonist 100%;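 active means activation above the mean activation of all test compounds in the run plus 3 SD, cut at about 38% in these data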
#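 Test system: RD-HGA16 (CHO) cells co-expressing Gα16 and hTAAR1 | Doses: Single dose, 3 µM | Schedule: 17-24 h seeding, 75 min 37 °C dye, 30 min RT | Evaluation: % activation from peak over basal fluorescence ratio, DMSO-to-PEA scaled | Technique: Kinetic Fluo-8 calcium fluorescence | Benchmarks: Low control DMSO, high control PEA (EC100)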
# V1aR counter: activates human V1a receptor in oxytocin agonist counter-screen; P37288; CHO-V1R cells, Fluo-8 calcium fluorescence, agonist mode; 0% DMSO, 100% 3 nM vasopressin; activation, % at 3 µM; 320,000 compounds, 0.25% hits;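 active means activation above the mean activation of all tested compounds plus 3 SD, per screening run, cut at about 20% in these data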;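 further: signal is peak over basal fluorescence ratio across a 100 second FLIPR read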
# OXTR ag: activates the human oxytocin receptor. 320,000 compounds, 0.32% hits. activation, % at 3 µM. AID 2435. CHO-OTR cells, Fluo-8 calcium fluorescence; normalized: DMSO 0%, oxytocin 100%;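 active means activation above the mean of all tested compounds plus 3 SD, cutoff set per screening run, cut at about 20% in these data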;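 further: peak over basal fluorescence ratio from a 100 s FLIPR kinetic read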
# Numbers without * were called inactive; . = not tested or not shown.
mol	CHRM1 PAM	M1 ag	M1 antag	OXTR potentiator	CHO parental Ca	TAAR1 antag	TAAR1 agonist	V1aR counter	OXTR ag
COC(=O)CC1=NN(c2ccc(OC)cc2)C(=O)C1	10	-4	-4	0	-10	6	0	0.7	-0.2
Cc1c(C)n(C)c2ccc(C(=O)NCCCN3CCN(c4ccc(F)cc4)CC3)cc12	-4	-6	3	-8	-25	-36	17	1.6	0.3
COC(=O)c1ccc(NC(=O)c2ccccc2C(=O)Nc2ccc(C(=O)OC)cc2)cc1	7	-5	-16	1	-17	-13	3	0.0	-0.2
O=[N+]([O-])c1ccc(-c2cn(-c3ccccc3)c(=S)[nH]2)cc1	5	4	-4	-1	-12	-2	10	1.5	0.1
Cc1ccc(-n2nc3ccc(N)cc3n2)cc1C	18	1	-25	1	1	-11	2	-0.4	-0.9
O=c1[nH]c(=O)n(C(c2ccccc2)(c2ccccc2)c2ccccc2)cc1N(CCO)CCO	0	-5	1	.	.	-2	1	.	.
Cc1sc2ncnc(SCC(=O)N3CCCC3=O)c2c1C	9	-4	1	-8	-11	6	3	0.8	3.0
O=C1C(Nc2ccccc2)=C/C(=N/S(=O)(=O)c2cccs2)c2ccccc21	0	-5	15	-2	-23	.	.	-1.9	-2.5
CC(C)OC(=O)c1nnn(-c2nonc2N)c1CN1CCc2ccccc2C1	1	-8	-5	.	.	-13	16	.	.
COc1ccc(-n2nc3c(c2NC(=O)c2ccc(Br)o2)CS(=O)(=O)C3)cc1	15	3	-12	-7	-4	0	4	-0.4	0.9
O=S(=O)(c1ccccc1Oc1ccc(Cl)cc1Cl)N1CCCCC1	6	-4	-13	10	-22	-34	-1	-0.9	-1.2
O=C(NCc1ccc(-c2csnn2)cc1)c1cccs1	4	-5	-3	-6	-8	-20	2	0.1	-0.2
CCOc1ccc(S(=O)(=O)N2CCC(C(=O)NCc3ccccn3)CC2)cc1	5	-6	-6	-4	-6	-11	0	1.1	0.4
CC(NC(=O)c1ccc(N(C)C)cc1)C(c1cccs1)N1CCN(C)CC1 (configuration not stated)	-10	-12	9	1	0	-9	2	0.0	0.1
Cc1ccc(S(=O)(=O)N2CCOCC2)cc1C(=O)OCC(=O)NCc1ccc2c(c1)OCO2	3	-2	-3	-2	-10	-8	1	1.1	0.9
CC(=O)OCC1OC(OCc2cn(C[C@H]3CC[C@@H]([C@@H]4CC[C@H](Cn5cc(COC6OC(COC(C)=O)C(OC(C)=O)C(OC(C)=O)C6OC(C)=O)nn5)O4)O3)nn2)C(OC(C)=O)C(OC(C)=O)C1OC(C)=O (some centres not stated)	13	0	-11	2	-12	-5	4	0.2	0.3
CC(=O)Nc1nc2ccccc2n1Cc1ccccc1Cl	10	-4	-12	-7	-4	-5	2	1.8	-1.6
COc1ccc(-c2noc(N3CCC(C(=O)NCc4ccccc4Cl)CC3)n2)cc1	2	-3	-7	-4	-6	29	6	4.4	3.2
Cc1cc(C)n(C(=O)CCCC(=O)n2nc(C)cc2C)n1	-5	-1	13	-15	-9	-1	-2	0.7	-1.4
COc1ccccc1NC(=O)CN1CCN(CC(=O)Nc2ccc(OC)c(OC)c2)CC1	2	-6	-2	-3	-2	-2	-1	0.0	-1.4
COc1ccc(C(=O)NC2CC2)cc1OC1CCN(Cc2ccccc2O)CC1	6	-5	-7	.	.	-21	0	.	.
Cc1cccc(-n2nnc(C(=O)NCc3ccccc3Cl)c2N)c1	9	0	-10	-9	5	-5	1	0.6	0.5
O=C(CS(=O)(=O)c1ccc(Br)cc1)N1CCOCC1	8	-1	-7	-3	-14	5	0	-0.4	-1.1
CCN(CCC(=O)Nc1cc([N+](=O)[O-])ccc1OC)Cc1ccccc1	6	-7	-5	1	-8	-27	2	0.5	0.0
O=C(COc1ccc(Cl)cc1Cl)NC(=O)NC1CCCC1	-10	-7	2	.	.	-49	7	.	.
[N-]=[N+]=NCCN1CCN(Cc2ccccc2)CCC1=O	-15	-4	31	1	-10	-8	2	-0.7	-0.2
COc1cc(NC(=O)c2sc3nc(C)nc(N4CCOCC4)c3c2C)cc(OC)c1OC	-5	-1	5	-9	-18	0	1	2.1	0.0
CN(C)c1cc[n+](Cc2ccccc2)cc1	-14	-5	22	-8	2	0	9	6.9	0.9
O=C1CC(C(=O)O)c2ccccc2N1 (configuration not stated)	6	-4	3	-10	9	25	-1	-0.1	1.0
O=C1CCN(S(=O)(=O)c2cccs2)c2ccc(C(F)(F)F)cc2N1	13	-7	-9	-17	-6	10	3	1.1	-0.8

# Pulled one by one from the entries so far, 2 records:
mol	CHRM1 PAM	M1 ag	M1 antag	OXTR potentiator	CHO parental Ca	TAAR1 antag	TAAR1 agonist	V1aR counter	OXTR ag
O=C1CC(C(=O)O)c2ccccc2N1 (configuration not stated)	6	-4	3	-10	9	25	-1	-0.1	1.0
COc1ccc(C(=O)NC2CC2)cc1OC1CCN(Cc2ccccc2O)CC1	6	-5	-7	.	.	-21	0	.	.

# Going on with the list:
mol	CHRM1 PAM	M1 ag	M1 antag	OXTR potentiator	CHO parental Ca	TAAR1 antag	TAAR1 agonist	V1aR counter	OXTR ag
Cc1cc(NC(=O)CSc2nc(-c3ccc(Br)cc3)nc3c2c(=O)n(C)c(=O)n3C)no1	21	2	-28	-4	-8	.	.	1.7	0.1
Cc1ccc(C)c(Nc2nc(N)c3ccccc3n2)c1	9	-15	-4	-10	-4	19	19	0.2	-0.8
C=CCSc1nnc(NC(=O)C2=COCCO2)s1	6	-7	-11	-2	-9	-31	1	0.6	0.5
CCOc1ccc(NC(=O)CNC(=O)c2nn(-c3ccc(OC)c(OC)c3)c(=O)c3ccccc23)cc1	1	-1	-7	-11	-7	46	21	4.2	2.7
CC(C)(C)OC(=O)NN1CC(=O)N2[C@@H](Cc3c([nH]c4ccccc34)C2(C)C)C1=O	-8	-5	16	-15	-15	13	11	7.0	4.3
Cc1cc(C)nc(NS(=O)(=O)c2ccc(NC(=O)c3ccc4c(c3)OCCO4)cc2)n1	-5	-3	1	-4	-23	3	8	-0.1	1.3
Cc1cc(Cn2nc(-c3ccccc3)cc2C(=O)NCc2cccs2)on1	-4	-7	9	-1	-11	13	7	0.2	1.0
Cc1ccc(S(=O)(=O)N2C[C@H]3n4c(=O)ccc(=O)n4C[C@H](OC(=O)Nc4c(C)noc4C)[C@@]3(O)C2)cc1	3	-3	-6	.	.	6	0	.	.
CCc1nnc(NC(=O)CCC(=O)N2CCN(C3c4ccccc4-c4ccccc43)CC2)s1	6	-7	-8	-5	-10	7	9	0.5	-1.1
Cc1ccc(CNC(=O)c2ccc(OCC(C)C)cc2)n1C	-5	-9	15	.	.	0	-2	.	.
CCC(C)(C)n1nnnc1C(c1ccc(F)cc1)N1CCC(C(N)=O)CC1 (configuration not stated)	3	-2	-3	-7	-14	-5	0	0.5	-1.9
CCCC(=O)Nc1nnc(Sc2ccc(N(C)C)cc2)s1	14	0	-15	2	-26	-2	-4	0.2	-1.6
CC(O)(c1ccc(Cl)cc1)C(c1ccccc1)c1ccccn1 (configuration not stated)	-11	-9	1	.	.	11	2	.	.
O=C(CN1CCOCC1)Nc1cc(C(F)(F)F)ccc1Cl	3	-6	2	-16	-1	-15	4	1.2	0.7
O=C(NCc1ccccc1)C12CC3CC(CC(C3)C1)C2	10	-2	-14	-4	4	16	17	-2.0	-1.6
COc1ccccc1Cn1c(-c2ccccc2OC)nc2ccccc21	-6	-4	5	-6	-24	14	28	1.6	-1.6
COc1ccc(C#Cc2ccc3c(c2)c(=O)c2ccccc2n3C)cc1	-9	-5	21	-5	-13	-1	6	0.4	-1.0
CCCCCSc1ncccc1C(=O)O	11	2	-6	2	-5	1	19	0.7	-0.4
CC(C)C(NS(=O)(=O)c1ccccc1)C(=O)OCC(=O)NNC(=O)c1ccccc1 (configuration not stated)	2	-2	-2	.	.	-6	0	.	.
O=C(COc1ccc(C(=O)NCCN2CCOCC2)cc1)Nc1cccc(C(F)(F)F)c1	15	-4	-25	-6	-5	7	5	1.4	1.1
CC(=O)c1noc(C)c1C(=O)Nc1nccs1	5	-2	-8	-13	-19	-11	5	0.2	-1.6
COc1cccc(CN2CCN(CCCc3ccccc3)C(CCO)C2)c1O (configuration not stated)	9	-8	-14	-6	-16	-8	4	-0.7	-1.4
Cn1c(=O)c(=O)n(C)c2cc(N3CCCC3)c(NS(=O)(=O)c3ccc(Cl)cc3)cc21	-4	-3	4	-5	-5	2	1	2.2	0.7
O=C(O)C1C2CC(C(Br)C2Br)C1C(=O)O (configuration not stated)	5	-1	-11	.	.	-6	2	.	.
O=C(COc1ccc(-n2cnnn2)cc1)Nc1ccc(F)c(Cl)c1	-4	1	0	-9	15	13	5	3.9	6.5
CCOC(=O)C1Nc2ccc(C)cc2C2C=CCC12 (configuration not stated)	-14	-3	27	-4	-20	21	4	-0.7	-0.7
O=C(CNC(=O)c1ccccc1)N/N=C/c1cn[nH]c1-c1ccccc1	8	-5	-7	2	-5	-3	0	0.2	1.2
CCOc1ccccc1NC(=O)c1cc2ccccc2oc1=O	20	4	-33	-1	-1	-7	2	0.1	0.1
Cc1nnsc1S(=O)(=O)c1ccccc1	5	-7	-7	-10	-6	-8	-1	1.1	0.6
CCC(=O)Nc1sc2c(c1C#N)CCC2	0	-5	0	-13	-4	-4	1	-0.1	-1.0
N#Cc1ccccc1CCN1C(=O)c2ccccc2C1=O	3	-10	-4	-7	-7	-8	2	0.5	-0.3
S=C(NCc1ccccc1)Nc1ccc(Cl)cc1	-23	-6	17	-25	13	32	7	10	6.7
CN1C(=O)C2(c3ccccc31)N(C)CC(c1ccccc1)C21SC(=S)N(Cc2ccco2)C1=O (configuration not stated)	1	-1	8	-3	-25	25	-2	-0.2	-0.6
Fc1ccc(CO/N=C2\CCCc3nonc32)cc1	11	-7	-13	-9	-18	-6	0	-1.5	-2.0
CC1CCN(Cc2ccc(NC(=O)CC3Oc4ccccc4NC3=O)cc2)CC1 (configuration not stated)	-32	-12	99*	-5	10	-2	2	0.5	1.1
O=C(COC(=O)c1nc(Cl)ccc1Cl)NCCc1ccccc1	7	-2	-18	-4	-7	-14	2	0.1	-0.5
COc1cccc(Sc2cc(N3CCOCC3)nc(-c3ccccc3)n2)c1	10	0	-16	3	-26	-34	13	2.2	3.6
